Runt-SMMHC FRET = blocks binding of human RUNX1 Runt domain to CBFb-SMMHC; 220,000 tested, 0.74% active; AID 1434; inhibition, % at 20 µM; Cerulean-Runt/Venus-CBFb-SMMHC FRET ratio 530/480, 1 h; Q01196+Q13951;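 active means mean inhibition across duplicate retests at 20 µM reaching about 50%, limit read from the data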;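 further: 0% = DMSO wells and 100% = wells with excess untagged CBFb-SMMHC; inhibitors lower the FRET ratio by blocking Runt binding to CBFb-SMMHC; some results filed as inactive read as strong as hits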
EBV gp42 inh = blocks Epstein-Barr virus glycoprotein 42 binding | 220,000 tested, 0.42% active | inhibition, % (tested at 21.74 µM) | AID 1085 | Fluorescence polarization binding assay, mP read-out; in the data active means inhibition above about 50%
Target sequence (Q1HVG2 whole entry, looked up): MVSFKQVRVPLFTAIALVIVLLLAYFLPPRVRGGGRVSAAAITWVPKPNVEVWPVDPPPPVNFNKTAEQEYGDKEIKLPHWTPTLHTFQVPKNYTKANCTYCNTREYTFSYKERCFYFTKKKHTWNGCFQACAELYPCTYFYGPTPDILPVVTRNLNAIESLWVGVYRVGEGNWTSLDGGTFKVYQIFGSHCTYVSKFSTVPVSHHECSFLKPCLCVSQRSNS
p97 ATPase inh = inhibitors of human p97 ATPase; P55072; recombinant p97 ATPase, Kinase-Glo ATP luminescence, 3 h; inhibition, % at 8 µM; 220,000 tested, 0.42% active; AID 1481; in the data active means inhibition above about 15%;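 further: 0% = DMSO vehicle and 100% = wells lacking enzyme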
m-calpain inh = inhibitors of pig calpain II | purified calpain II, fluorogenic peptide substrate, 30 min | inhibition, % at 16 µM | 220,000 tested, 0.37% active | AID 1236;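 active means inhibition above about 50%, limit read from the data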
TbHK1 inh = blocks Trypanosoma brucei hexokinase 1 activity. recombinant TbHK1, G6PDH-coupled NADH A340. inhibition, % at 10 µM. 220,000 tested, 0.11% active. AID 1430;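 active means inhibition of 50% or more in the single-dose primary screen; inactive means inhibition below 50%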
RBBP9 inhibitor = inhibitors of human serine hydrolase RBBP9; O75884; recombinant RBBP9, FP-Rh probe fluorescence polarization; inhibition, % at 7.94 µM; 220,000 tested, 0.2% active; AID 1515;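 active means inhibition above the campaign mean of all tested compounds plus 3 SD, cut at about 14% in these data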;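 further: plate controls were DMSO wells with RBBP9 for no effect and wells lacking RBBP9 protein for full effect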
Target sequence (O75884 whole entry, looked up): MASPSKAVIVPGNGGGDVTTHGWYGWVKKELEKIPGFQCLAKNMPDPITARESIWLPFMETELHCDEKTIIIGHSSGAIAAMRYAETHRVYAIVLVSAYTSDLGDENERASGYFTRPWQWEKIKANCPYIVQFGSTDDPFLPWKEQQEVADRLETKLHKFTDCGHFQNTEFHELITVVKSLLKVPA
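System: RBBP9 protein / Buffer or medium: Tris/NaCl buffer pH 8.0 with 0.1% Pluronic / Probe or stimulus: Serine-hydrolase probe FP-Rh, 375 nM pre-mixing / Dosing: 7.94 µM single dose, 0.794% DMSO / Times: enzyme-compound preincubation 30 min, then probe labeling 45 min, 25 °C / Technique: fluorescence polarization (mP), excitation 525 nm, emission 598 nm / Replication: singlicate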
p47phox inh = p47phox (human) inhibition; P14598; p47phox/p22phox peptide binding, fluorescence polarization, 2 h; inhibition, % at 24.7 µM; 220,000 tested, 0.53% active; AID 1274;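 active means inhibition above about 30%, limit read from the data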;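 further: 0% = p47phox with labelled peptide and 100% = labelled peptide alone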
Runt-CBFb FRET = inhibitors of human RUNX1 Runt domain binding to CBFb; 220,000 tested, 0.46% active; inhibition, % at 20 µM; Cerulean-Runt/Venus-CBFb FRET ratio 530/480, 1 h;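 active means inhibition over about 50% at 20 µM in the single-dose screen, limit read from the data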;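 further: 0% = DMSO wells and 100% = excess unlabeled CBFb competitor control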
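Assay system: Cerulean-Runt domain fusion protein, energy donor; Signal: fluorescence energy transfer, 422 nm excitation, 530/480 nm emission; Timing: 1 h compound exposure, room temperature; Control set: unlabeled CBFb; Medium: Tris buffer pH 7.5 with salts and BSA; Compound: single test concentration of 20 µM, 1% DMSO final; Probe or stimulus: Venus-CBFb 100 nM.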
Furin inhibitor = human furin inhibition; P09958; purified furin, fluorogenic substrate cleavage; inhibition, % at 30 µM; 220,000 tested, 0.061% active; AID 463115; in the data active means inhibition above about 25%; further: inactives centre near -15
Target sequence (P09958 108-714 limits assumed): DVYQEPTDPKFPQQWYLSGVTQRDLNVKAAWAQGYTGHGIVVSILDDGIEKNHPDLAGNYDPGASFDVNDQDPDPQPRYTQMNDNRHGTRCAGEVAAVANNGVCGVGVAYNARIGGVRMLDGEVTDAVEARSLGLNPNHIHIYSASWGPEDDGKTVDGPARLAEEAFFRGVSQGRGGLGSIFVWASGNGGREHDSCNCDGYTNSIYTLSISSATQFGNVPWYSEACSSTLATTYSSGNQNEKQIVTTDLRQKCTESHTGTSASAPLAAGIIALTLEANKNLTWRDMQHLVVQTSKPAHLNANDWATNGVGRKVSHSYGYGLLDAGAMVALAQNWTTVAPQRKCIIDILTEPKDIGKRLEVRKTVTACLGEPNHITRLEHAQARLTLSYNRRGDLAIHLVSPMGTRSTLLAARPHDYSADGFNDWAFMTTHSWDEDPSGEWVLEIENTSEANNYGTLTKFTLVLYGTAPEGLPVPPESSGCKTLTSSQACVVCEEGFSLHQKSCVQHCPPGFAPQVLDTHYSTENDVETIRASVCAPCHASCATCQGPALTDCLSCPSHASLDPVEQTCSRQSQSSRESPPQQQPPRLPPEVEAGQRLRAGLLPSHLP
An asterisk follows results filed as active; . = no result given; & = joins results of further samples; [ ] = remark or other dose.

Codes – A = Runt-SMMHC FRET; B = EBV gp42 inh; C = p97 ATPase inh; D = m-calpain inh; E = TbHK1 inh; F = RBBP9 inhibitor; G = p47phox inh; H = Runt-CBFb FRET; I = Furin inhibitor
N=C(N)c1ccc(OCCCCCOc2ccc(C(=N)N)cc2)cc1
  A: 0; B: -10; C: 1; D: 4; E: 2; F: -8; G: 0; H: -1; I: -16

O=C(c1ccoc1)N1CCC2(CC1)Oc1ccc(Cl)cc1C(=O)C21CC(c2ccccc2)=NO1 (stereo not drawn)
  A: -5; B: -18; C: .; D: -47; E: -23; F: .; G: -23; H: 0; I: -15

CCOC(=O)c1ccc(NC(=O)CN2CCN(Cc3ccccc3)CC2)cc1
  A: 0; B: -15; C: -1; D: -7; E: 0; F: -5; G: -3; H: 0; I: -26

O=C(O)c1ccccc1NS(=O)(=O)c1ccc(NNC(=S)Nc2ccc(OC(F)F)cc2)c([N+](=O)[O-])c1
  A: 1; B: 19; C: 3; D: 3; E: 0; F: -1; G: 15; H: 13; I: -17

COc1ccc(-n2ccnc2CN2CCN(C3CCCC3)C(CCO)C2)cc1 (stereo not drawn)
  A: -3; B: 18; C: 4; D: 14; E: -6; F: 0; G: 0; H: 3; I: -10

CN1CCC(NC(=O)c2cccs2)CC1
  A: -3; B: -2; C: 1; D: 7; E: 1; F: -4; G: -5; H: 2; I: -18

CCC(C(=O)OCC(=O)Nc1c(Cl)cccc1Cl)c1ccccc1 (stereo not drawn)
  A: 6; B: 4; C: -2; D: 4; E: 3; F: -5; G: -5; H: -4; I: -13

O=C(NCc1ccncc1)C(=O)C1C(=O)Nc2ccccc21 (stereo not drawn)
  A: 0; B: -6; C: 4; D: -15; E: -8; F: -10; G: 4; H: -1; I: -20

Clc1ccc(SCc2cn3ccsc3n2)cc1
  A: -4; B: -7; C: -5; D: 23; E: 4; F: -11; G: -8; H: -3; I: 0

CCOC(=O)NC(=O)COC(=O)CNC(=O)c1cccc(OC)c1
  A: 1; B: -6; C: -5; D: 15; E: 8; F: 4; G: 0; H: 1; I: -24

C/C=C/C(=O)OCC(=O)Nc1ccc(F)cc1Cl
  A: -1; B: -18; C: -3; D: 21; E: 3; F: 1; G: -19; H: 0; I: -9[20 µM]

O=C(Cn1nnc(-c2ccccc2)n1)N/N=C/c1cc([N+](=O)[O-])ccc1O
  A: 1; B: -13; C: 3; D: 21; E: 5; F: -4; G: -11; H: 2; I: -15

O=C(CSc1nnc(SCc2ccccc2Cl)s1)N/N=C/c1c[nH]c2ccccc12
  A: 0; B: 16; C: 4; D: -92; E: -13; F: -9; G: -17; H: -4; I: -12

Cc1ccc2c(c1)nnn2C1CCN(CC(=O)NNC(=O)c2ccco2)CC1
  A: -4; B: -3; C: -3; D: 14; E: 3; F: 1; G: 13; H: -1; I: -17

O=S(=O)(NC1CCCc2ccccc21)c1cnc[nH]1 (stereo not drawn)
  A: 1; B: 2; C: -2; D: 22; E: 1; F: -11; G: 3; H: 1; I: -3

COc1cc(/C=C/C(=O)O)ccc1OCc1ccccc1C#N
  A: 0; B: -18; C: 4; D: -3; E: -5; F: 1; G: -16; H: 0; I: -15

COC(=O)Nc1ccc(NC(C)=O)cc1
  A: 0; B: -11; C: 10; D: -11; E: 1; F: -2; G: -8; H: -1; I: -7[20 µM]

Cc1ccc(NC(=O)c2ccc(CNc3c(N4CCOCC4)c(=O)c3=O)cc2)cc1
  A: -2; B: -14; C: -2; D: -8; E: -5; F: -2; G: -4; H: 0; I: -12

COc1ccc(CNC(=S)Nc2ccc(S(N)(=O)=O)cc2)cc1
  A: 4; B: -8; C: -1; D: 29; E: 5; F: -5; G: -5; H: 24; I: -12

Cc1ccc(C)c2sc(NC(=O)c3ccc(N4CCCCC4)c([N+](=O)[O-])c3)nc12
  A: 2; B: -5; C: 3; D: -70; E: -33; F: 2; G: -19; H: -3; I: -16[20 µM]

COC(=O)CNS(=O)(=O)c1ccc(Cc2ccc(S(=O)(=O)NCC(=O)OC)cc2)cc1
  A: -4; B: -16; C: 1; D: -6; E: -4; F: -4; G: -2; H: .; I: -25

CC1CC(C)CN(S(=O)(=O)c2ccc(C(=O)Nc3sccc3C(N)=O)cc2)C1 (stereo not drawn)
  A: -6; B: -1; C: 4; D: -185; E: -24; F: -12; G: -22; H: -7; I: -31

Cn1nc(-c2ccccc2)c(N2CCCCC2)cc1=O
  A: 2; B: -13; C: 1; D: 16; E: -10; F: 4; G: -10; H: -1; I: -16

COc1ccc(N(CC(=O)N2CCc3ccccc32)S(=O)(=O)c2c(C)n[nH]c2C)cc1
  A: 0; B: -2; C: -6; D: 1; E: 2; F: -4; G: 0; H: -2; I: -17

Cc1ccc(Nc2ccc(C(=O)O)cc2N)cc1
  A: 1; B: -7; C: -3; D: -3; E: -16; F: -2; G: -14; H: 18; I: -13

O=C(COc1ccccc1)NC1CCCCC1
  A: -2; B: 0; C: 2; D: -8; E: -2; F: -2; G: 3; H: -1; I: -13

COc1ccccc1-c1c(C(F)(F)F)oc2cc(OCC(=O)Nc3ccccc3C(F)(F)F)ccc2c1=O
  A: -5; B: 4; C: -1; D: -25; E: 1; F: -8; G: -4; H: -5; I: -14

COc1ccc(CCNC(=O)c2ccc(Cl)cc2)cc1
  A: -2; B: -17; C: 4; D: 1; E: -1; F: -5; G: 1; H: -1; I: -5[20 µM]

CCCCCC(=O)Nc1cccc(C2=NOC3(C2)C[C@@H](C(N)=O)N(C(=O)c2cc([N+](=O)[O-])cc([N+](=O)[O-])c2C)C3)c1 (stereo partly drawn)
  A: 0; B: -9; C: .; D: -11; E: -15; F: .; G: -8; H: -3; I: -1

COC(=O)c1sc(-c2ccc(Cl)cc2)cc1NC(=O)COCC(=O)O
  A: -2; B: -13; C: -1; D: -73; E: -33; F: 0; G: -5; H: 2; I: -1

Next section (3 carried over from the part before).
Codes – A = Runt-SMMHC FRET; B = EBV gp42 inh; C = p97 ATPase inh; D = m-calpain inh; E = TbHK1 inh; F = RBBP9 inhibitor; G = p47phox inh; H = Runt-CBFb FRET; I = Furin inhibitor
COc1ccc(CCNC(=O)c2ccc(Cl)cc2)cc1
  A: -2; B: -17; C: 4; D: 1; E: -1; F: -5; G: 1; H: -1; I: -5[20 µM]

CCCCCC(=O)Nc1cccc(C2=NOC3(C2)C[C@@H](C(N)=O)N(C(=O)c2cc([N+](=O)[O-])cc([N+](=O)[O-])c2C)C3)c1 (stereo partly drawn)
  A: 0; B: -9; C: .; D: -11; E: -15; F: .; G: -8; H: -3; I: -1

COC(=O)c1sc(-c2ccc(Cl)cc2)cc1NC(=O)COCC(=O)O
  A: -2; B: -13; C: -1; D: -73; E: -33; F: 0; G: -5; H: 2; I: -1

CCCc1cc(=O)[nH]c(SCC(=O)Nc2ccc(Br)cc2)n1
  A: 1; B: -8; C: 5; D: -11; E: -7; F: -7; G: -2; H: -2; I: -21

O=C(NC1CCCC1)C(c1ccc(Cl)cc1)N1CCN(C2CCCCC2)CC1 (stereo not drawn)
  A: 1; B: -5; C: 3; D: -12; E: 2; F: 4; G: -6; H: 1; I: -12

Cc1ccc(C)c(N2CCN(c3ccc(N4C(=O)COCC4=O)cc3[N+](=O)[O-])CC2)c1
  A: -5; B: -15; C: 4; D: -52; E: 28; F: -4; G: -10; H: -4; I: -5

Cc1cccc(Nc2nc(NC(C)C)nc(Oc3ccc(=O)n(C)n3)n2)c1
  A: 1; B: 1; C: -1; D: 15; E: -11; F: -10; G: -1; H: -2; I: -22

COCCn1c(CN2CCN(c3ccc(F)cc3)CC2)nc2c1c(=O)n(C)c(=O)n2C
  A: 1; B: -14; C: 4; D: 14; E: -3; F: -3; G: -11; H: 0; I: -19

COc1ccc([N+](=O)[O-])c(OC)c1C(=O)NC(=O)Nc1c(F)cc(F)cc1F
  A: 0; B: -3; C: -8; D: 25; E: -26; F: -15; G: 1; H: -1; I: -16

CC(=O)c1ccc(N2CCN(CC(=O)Nc3ccccc3N3CCOCC3)CC2)cc1
  A: 0; B: -12; C: 5; D: -29; E: -16; F: -1; G: -6; H: -1; I: -24

O=C(COc1cccc(-n2cnnn2)c1)NC1CCCCC1
  A: 1; B: -18; C: -2; D: -3; E: -3; F: -4; G: 1; H: 0; I: -8

COCCn1c(SCC(=O)NNC(=O)c2ccccc2)nc2ccccc2c1=O
  A: 0; B: -9; C: 1; D: -2; E: -2; F: -5; G: -12; H: 1; I: -19

Cc1cc(-c2nnc(SCC(=O)Nc3ccc(C(F)(F)F)cc3)n2C)no1
  A: 1; B: -4; C: -10; D: 7; E: 0; F: -7; G: -3; H: 0; I: -1

Cc1cccc(-n2c(=O)cc(N3CCN(c4ccc(F)cc4)CC3)[nH]c2=O)c1
  A: -1; B: -13; C: 4; D: 13; E: -2; F: -4; G: 0; H: -1; I: -11

O=c1c2ccccc2ncn1-c1ccc(Cl)cc1
  A: 2&-2; B: -12&-3; C: 3&-2; D: -18&0; E: -12&-7; F: -7&-4; G: -13&-6; H: 0&0; I: -28&-10

COCCn1c(SCC(=O)Nc2ccc(Cl)cn2)nc2ccccc21
  A: -1; B: -14; C: 0; D: 5; E: 2; F: -3; G: -9; H: 5; I: -14[20 µM]

Cn1c(=O)c(NCCO)c2c3c(cccc31)C(=O)c1ccccc1-2
  A: -129; B: -98; C: 7; D: -22; E: -12; F: 63*; G: -251; H: -275; I: -6[20 µM]

S=C(NCc1cccs1)Nc1cccc(Cl)c1Cl
  A: 3; B: -11; C: 6; D: -4; E: 4; F: -5; G: -18; H: 6; I: -19

CCn1c(=O)cc(SCC(=O)NCCN2CCN(Cc3ccccc3)CC2)c2ccccc21
  A: 1; B: -11; C: -5; D: -8; E: -11; F: -6; G: -9; H: -1; I: -20[20 µM]

COc1cc(S(=O)(=O)N2CCCCC2)ccc1NC(=O)/C=C/c1ccccc1
  A: 5; B: -1; C: -10; D: -16; E: 22; F: -19; G: -12; H: 2; I: -4[20 µM]

O=C(c1cc(N2C(=O)C3C4CCC(C4)C3C2=O)ccc1Cl)N1CCCCCC1 (stereo not drawn)
  A: 1; B: -14; C: 0; D: -15; E: -2; F: 0; G: 3; H: 2; I: -31

Cc1ccc(-n2[nH]c(C)c(C=Nc3ccc(S(=O)(=O)N4CCOCC4)cc3)c2=O)c(C)c1
  A: -2; B: 8; C: -5; D: 21; E: 27; F: -9; G: -6; H: -3; I: 4

Cc1c(C#N)c(N=CN(C)C)c(C(=O)c2ccccc2)n1-c1ccccc1
  A: -2; B: -2; C: 0; D: 2; E: -14; F: -4; G: -1; H: -2; I: -21[20 µM]

CC(/C=N/NC(=O)c1cc(C(C)(C)C)[nH]n1)=C\c1ccccc1
  A: 1; B: -9; C: 2; D: 7; E: -8; F: -9; G: -10; H: -1; I: -18[20 µM]

Cn1nnnc1SCC(=O)Nc1ccc(N2CCOCC2)cc1
  A: -4; B: -3; C: 8; D: 26; E: -1; F: -9; G: 1; H: -1; I: -18

COC(=O)C1=C(C)NC(=O)NC1c1cc(Cl)ccc1OC (stereo not drawn)
  A: 0; B: -9; C: -8; D: -14; E: 3; F: -5; G: -5; H: 0; I: -14[20 µM]

Cc1ccc(-c2nnc(SCC(=O)NC(=O)Nc3ccc(C)cc3C)n2N)cc1
  A: 3; B: -12; C: -2; D: 21; E: -4; F: -8; G: -4; H: -3; I: -18

COc1cc(OC)nc(-n2ncc(OC)c(Br)c2=O)n1
  A: 3; B: -16; C: 5; D: -3; E: -6; F: -9; G: -6; H: 0; I: -18

Compound activity deposited in PubChem BioAssay by several laboratories.
